From PubChem
NPR2 activator = human GC-B receptor activators, primary screen, HEK293 GC-B cells, cGMP TR-FRET, EC30 CNP | Atrial natriuretic peptide receptor 2 (Homo sapiens), P20594 | 0% at EC30 CNP, 100% saturating CNP | activation, % at 10 µM | actives 0.11% (n = 370,000) | AID 1920062, 2024;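 active = activation at 10 µM reaching about 35% in either raw or pattern-adjusted values, limit read from the data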
MBD2 inh = inhibitors of MBD2 binding to methylated DNA, primary screen, biochemical, TR-FRET, DNA-binding domain, human. Methyl-CpG-binding domain protein 2 (Homo sapiens), Q9UBB5. inhibition, % at 4.4 µM. MBD2 binding to methylated oligonucleotide. actives 0.31% (n = 370,000); in the data active = inhibition above about 13%
ABHD4 inh = ABHD4 inhibitors, primary screen, biochemical, fluorescence polarization, mouse | (Lyso)-N-acylphosphatidylethanolamine lipase (Mus musculus), Q8VD66 | purified mABHD4, FP-Rh probe fluorescence polarization | inhibition, % at 8.92 µM | actives 0.54% (n = 370,000);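 active = inhibition exceeding the mean over every tested compound plus 3 SD, cut at about 30% in these data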;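 note: 0% = plate median of compound wells and 100% = S159A mutant with DMSO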
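Test system: mABHD4 protein; Read-out basis: % inhibition; Incubation: 45 min + 60 min at 25 °C; Repeats: single replicate; Technique: fluorescence polarization with parallel and perpendicular emission, 525/598 nm; Compound: 8.92 µM, single dose; Benchmarks: full inhibition S159A mutant plus DMSO, zero as sample-well median.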
PRMT1 FP inh = PRMT1 methyltransferase inhibitors, primary screen, biochemical, fluorescence polarization. Protein arginine N-methyltransferase 1 (Homo sapiens), Q99873. recombinant PRMT1, activity-based probe fluorescence polarization. inhibition, % at 2.79 µM. actives 1.3% (n = 370,000). AID 652257, 2013;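 active = inhibition above about 21% made by adding two undisclosed values, limit read from the data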
UHRF1 binding = UHRF1 methylated DNA binding inhibitors, primary screen, counter-screen for MBD2 inhibitor project, biochemical, TR-FRET, human UHRF1, single concentration; UHRF1 binding to methylated oligo; actives 0.75% (n = 370,000); inhibition, % at 4.4 µM; E3 ubiquitin-protein ligase UHRF1 (Homo sapiens), Q96T88; AID 687016, 2013; in the data active = inhibition above about 21%;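 note: UHRF1 SRA domain binding a hemimethylated CpG hairpin DNA probe; 0% = median of test compound wells and 100% = reference inhibitor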
rCAG RNA binder = binders of r(CAG) RNA repeats, primary screen, biochemical, fluorescence | r(CAG) RNA repeat, TO-PRO-1 dye displacement fluorescence | inhibition, % at 3 µM | actives 1.3% (n = 370,000);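 active = inhibition above the plate cutoff, the mean of all test compounds on that plate plus 3 SD, cut at about 35% in these data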;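 note: 0% = DMSO alone and 100% = 100 µM mitoxantrone as full dye displacement; higher means more dye released from RNA so lower well fluorescence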
TCR-CD3 inh = inhibitors of human TCR-CD3 interaction, primary screen, biochemical, fluorescence, TAMRA-labeled TCR probe | T-cell receptor (TCR) | inhibition, % at 9.4 µM | actives 0.37% (n = 360,000) | AID 651800, 2012; in the data active = inhibition above about 19%;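 note: recombinant mutant TCR 2C K166C tagged with TAMRA read by polarization; 0% = receptor in buffer alone and 100% = receptor with positive control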
HTRA1 inh = HTRA1 serine protease inhibitors, primary screen, biochemical, fluorescence polarization, HTS; Q92743; recombinant HTRA1, FP-rhodamine activity-based probe; inhibition, % at 5.96 µM; actives 0.5% (n = 340,000); in the data active = inhibition above about 36%;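 note: 0% = enzyme with DMSO and 100% = wells lacking enzyme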
SIAE inh = human SIAE inhibitors, primary screen, biochemical, fluorescence polarization, FP-Rh probe, 1536-well HTS; Sialate O-acetylesterase (Homo sapiens), Q9HAT2; SIAE FP-Rh probe binding; inhibition, % at 9.66 µM; actives 0.69% (n = 370,000);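 active = inhibition above a cutoff: mean of compounds within the control limits plus 3 SD of those, cut at about 17% in these data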;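 note: 0% = plate median of compound wells and 100% = probe without SIAE protein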
GC-A act = GC-A stimulated cGMP production enhancers – HEK293 GC-A cells, cGMP TR-FRET, EC30 ANP, primary screen. 0% at EC30 ANP, 100% saturating ANP. activation, % at 10 µM. actives 0.14% (n = 370,000). AID 1671463, 2021; in the data active = activation above about 40%
Target sequence (P16066 whole entry, looked up): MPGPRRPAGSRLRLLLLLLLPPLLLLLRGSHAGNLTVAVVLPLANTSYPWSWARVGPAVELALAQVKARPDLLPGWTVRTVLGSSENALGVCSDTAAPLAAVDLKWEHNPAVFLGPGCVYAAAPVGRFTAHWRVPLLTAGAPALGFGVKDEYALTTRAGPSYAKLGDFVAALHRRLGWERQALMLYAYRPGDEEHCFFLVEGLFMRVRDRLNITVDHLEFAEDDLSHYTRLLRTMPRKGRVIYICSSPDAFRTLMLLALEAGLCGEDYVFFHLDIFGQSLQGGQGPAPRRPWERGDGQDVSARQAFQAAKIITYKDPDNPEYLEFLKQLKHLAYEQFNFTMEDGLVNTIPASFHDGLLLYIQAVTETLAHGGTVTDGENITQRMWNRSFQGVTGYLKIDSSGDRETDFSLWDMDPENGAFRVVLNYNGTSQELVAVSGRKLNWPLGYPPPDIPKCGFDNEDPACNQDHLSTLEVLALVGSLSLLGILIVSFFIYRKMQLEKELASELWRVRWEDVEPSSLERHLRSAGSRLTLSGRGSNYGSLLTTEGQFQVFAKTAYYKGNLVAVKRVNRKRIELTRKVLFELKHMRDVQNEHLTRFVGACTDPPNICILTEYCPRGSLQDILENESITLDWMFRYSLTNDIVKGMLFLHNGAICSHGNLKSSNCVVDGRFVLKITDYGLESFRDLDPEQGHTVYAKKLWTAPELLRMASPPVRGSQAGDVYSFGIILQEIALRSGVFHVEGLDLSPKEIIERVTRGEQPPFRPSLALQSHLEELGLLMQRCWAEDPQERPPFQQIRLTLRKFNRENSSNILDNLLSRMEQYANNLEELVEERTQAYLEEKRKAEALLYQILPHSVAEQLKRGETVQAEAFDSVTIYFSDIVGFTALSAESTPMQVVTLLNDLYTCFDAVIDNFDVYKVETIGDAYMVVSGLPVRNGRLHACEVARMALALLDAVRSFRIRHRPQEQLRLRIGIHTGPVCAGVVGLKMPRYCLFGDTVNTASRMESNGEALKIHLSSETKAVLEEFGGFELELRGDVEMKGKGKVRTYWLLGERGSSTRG
Active calls of the source: *; / = no result given. An excerpt. The share of hits here may be higher or lower than overall.

SMILES	NPR2 activator	MBD2 inh	ABHD4 inh	PRMT1 FP inh	UHRF1 binding	rCAG RNA binder	TCR-CD3 inh	HTRA1 inh	SIAE inh	GC-A act
CCOC(=O)C1(C)NC(c2cc(OC)c(OC)c(OC)c2)C2C(=O)N(CC)C(=O)C21 (stereo unspecified)	5	4	-3	-1	0	-4	-1	0	-4	3
COc1cc2cc(Oc3ccc4ccc(=O)oc4c3)c(=O)oc2cc1OC1OC(COC(=O)CC(C)(O)CC(=O)O)C(O)C(O)C1O (stereo unspecified)	-8	-3	6	-3	-1	16	7	12	-3	6
C[C@H]1[C@@H](N(C)Cc2ccccc2)CC[C@@]23CCCN2C(=O)CCC[C@@H]13	0	-5	2	0	2	/	/	/	2	3
CC1=C(C(=O)N(C)C)CC(CC(=O)NCCc2ccccn2)C(=O)N1Cc1ccc(C(C)(C)C)cc1 (stereo unspecified)	4	5	2	2	21*	-2	-7	5	-1	5
COc1ccc(S(=O)(=O)N2CCN(C(=O)C3COc4ccccc4O3)CC2)cc1 (stereo unspecified)	-9	26*	-7	3	29*	8	-5	-7	4	-3
Cc1nnc(SCC(=O)c2c(N)n(C3CC3)c(=O)[nH]c2=O)n1C	5	-1	0	0	0	1	7	10	4	-4
Cc1ccc(CN2CCC2(C)C(=O)NC2CCc3ccccc32)cc1 (stereo unspecified)	1	1	2	0	0	0	1	/	2	-4
CCOCCCNS(=O)(=O)c1ccc(-n2cnnn2)c(OC)c1	1	6	5	1	-1	-2	-3	9	-1	1
Cc1ccc(NC(=O)CN(C)CCOc2ccccc2)c([N+](=O)[O-])c1	-6	0	2	-3	2	-2	-8	-6	1	2
COc1ccc(C2C(C(=O)Nc3ccc(Cl)c(Cl)c3)CCC(=O)N2c2ccc(OC)cc2)cc1 (stereo unspecified)	-1	4	2	0	-1	7	/	/	8	-1
Nc1nc2c(F)cccc2s1	-3	0	1	0	-2	-2	3	4	6	3
COc1ccc(/C(N)=N/OC(=O)c2ccc([N+](=O)[O-])c(C)c2)cc1OC	1	-2	-3	1	0	0	14	8	0	3
CCCCN(C)C(=O)c1ccc(Nc2nc(C(N)CCc3ccccc3)cs2)nc1 (stereo unspecified)	-1	1	-1	0	1	8	-4	/	0	2
O=C(NC1CCCCN(Cc2cccc(C(F)(F)F)c2)C1=O)c1ccc(Cl)cc1 (stereo unspecified)	5	-1	-9	-2	0	0	/	/	4	8
Cc1ccc(NC(=O)c2ccco2)cc1NC(=O)CSc1nnc(-c2cccs2)n1C	1	-2	-6	-5	0	-1	7	2	-3	2
O=C(COc1ccc(Br)cc1F)N1CCN(c2ncccn2)CC1	1	3	-9	-2	-2	-3	4	-2	4	3
CSc1cccc(N/C(=N/S(=O)(=O)c2ccccc2)NN)c1	-1	1	-1	-3	0	9	0	-4	-8	1
Cc1ccnc(NC(=O)CCC(=O)N(CC(=O)NCc2ccc(F)cc2)c2cccc(F)c2)c1	-4	2	5	-1	0	-4	-5	-16	4	-1
O=c1c2ccccc2n(CC(O)CN2CCCCC2)c2ccccc12 (stereo unspecified)	-7	-5	3	-1	-6	3	2	/	9	0
CCCC(=O)Nc1nc2c(c(=O)[nH]1)CCCC2	3	1	5	-1	0	-1	0	2	12	4
Cc1nn(-c2ccccc2)c2c1C1(C(=O)N(C)c3ccccc31)N(c1ccccc1)C(=O)N2 (stereo unspecified)	2	1	-2	-2	0	2	4	0	6	0
Cc1cc(C(=O)Nc2c(C)nn(Cc3ccccc3Cl)c2C)no1	-1	-5	-4	0	-2	-8	1	-4	-1	0
CCOC(=O)c1oc2c(C)c(O)ccc2c(=O)c1-c1nncn1-c1ccccc1	3	-1	4	2	-3	0	-3	6	1	0
C=CCOc1ccccc1CN1CCC(CO)(CCOc2ccccc2)CC1	-10	-2	-6	-3	1	-9	2	-23	-2	-15
Cc1ccc(-n2c(O)c(C=Nc3ccccc3-c3n[nH]c(=S)[nH]c3=O)c3ccccc3c2=O)c(C)c1	23	3	-8	0	-3	72*	12	-70	-52	11
COC(=O)c1sc(-c2cccs2)cc1NC(=O)/C=C/C(=O)O	-13	-1	-3	3	-15	11	-1	/	-6	-8
CCC(C)NC(=O)C1CCN(S(=O)(=O)c2ccc3[nH]c(=O)ccc3c2)CC1 (stereo unspecified)	9	4	-5	7	-2	2	-7	-2	3	1
O=C(CN1CCOCC1)Nc1ccccc1NC(=O)C1CCN(c2ncccn2)CC1	-1	-2	-4	-1	3	0	7	1	6	1
O=C(NC(=S)Nc1cccnc1Cl)c1ccco1	-4	0	-2	-1	-4	4	-5	1	-7	-1
C[C@@H]1CCCCO[C@H](CN(C)Cc2ccc(C(=O)O)cc2)[C@@H](C)CN([C@H](C)CO)C(=O)c2cc(NC(=O)CCC(F)(F)F)ccc2O1	1	-3	-7	-3	-1	12	12	-1	4	-1

In another format: 2 of the compounds above
Under each structure: NPR2 activator, MBD2 inh, ABHD4 inh, PRMT1 FP inh, UHRF1 binding, rCAG RNA binder, TCR-CD3 inh, HTRA1 inh, SIAE inh, GC-A act
> O=C(COc1ccc(Br)cc1F)N1CCN(c2ncccn2)CC1
    1, 3, -9, -2, -2, -3, 4, -2, 4, 3
> CSc1cccc(N/C(=N/S(=O)(=O)c2ccccc2)NN)c1
    -1, 1, -1, -3, 0, 9, 0, -4, -8, 1

Additional results follow.
SMILES	NPR2 activator	MBD2 inh	ABHD4 inh	PRMT1 FP inh	UHRF1 binding	rCAG RNA binder	TCR-CD3 inh	HTRA1 inh	SIAE inh	GC-A act
C[C@H](NC(=O)C[C@@H]1C[C@@H]2c3cc(NC(=O)C4CCC4)ccc3O[C@@H]2[C@@H](CO)O1)c1ccccc1	-2	-3	-3	-6	0	3	4	/	3	2
CCCCNC(=O)C1(C)CCN1C(=O)c1ccc(F)cc1Cl (stereo unspecified)	-1	6	-12	7	0	-3	-10	/	-4	2
COc1ccc(C(=O)C2CCCN(C3Cc4ccccc4C3)C2)cc1OC (stereo unspecified)	4	4	4	1	3	-7	-5	-4	2	-3
COc1cccc(NS(=O)(=O)c2ccc3c(c2)N(C(C)=O)CCO3)c1	-5	-1	-4	0	0	0	-1	-4	3	2
COc1ccc(CCCc2nnc(SCC(=O)Nc3nc(C)cs3)n2C)cc1	-2	-3	2	-3	3	2	-1	-3	0	-1
CCc1ccc(CN2CCC(Oc3ccc(C(=O)N4CCCCC4)cc3)CC2)cc1	-1	2	2	0	-2	-12	6	-11	6	3
Cc1nc(NC(=O)c2oc3ccccc3c2C)sc1C(=O)N(C)C	5	4	5	-4	-5	-1	4	-2	3	4
O=C(Cn1c(CO)nc2ccccc21)NCCc1ccc(F)cc1	6	0	3	0	5	-3	-5	0	14	0
O=C(OCC1COc2ccccc2O1)c1ccccc1F (stereo unspecified)	-2	-4	-2	-4	1	-2	-3	-14	0	2
O=C(Nc1ccncc1)c1ccccc1F	0	5	-5	2	0	1	0	1	-5	2
OCCN1CCN(Cc2nc(-c3cccc(Cl)c3)no2)CC1	2	3	-1	-2	0	-2	3	-12	-3	1
O=C(CCCOc1ccccc1)Nc1ccc2c(c1)OCCO2	4	1	-10	1	-1	-1	5	3	4	2
Cc1ccc2nc(SCC(=O)NCc3ccc(F)cc3)[nH]c2c1	-1	2	-6	9	2	-2	-10	-2	-1	5
O=C(Nc1cc(S(=O)(=O)N2CCCCC2)ccc1N1CCOCC1)c1ccc(F)cc1	-1	-1	-1	-1	1	-7	5	-2	2	0
COc1ccc(C2=NN(C(=O)c3ccccc3)C(c3ccc(OC)c(OC)c3)C2)cc1OC (stereo unspecified)	-2	-5	-3	-1	1	-5	10	-4	4	1
CC(C)C[C@H]1CNC(=S)N1C[C@H]1CCCN1C[C@H](Cc1ccccc1)N1C[C@H](CC(C)C)N(CCc2ccccc2)C1=S	0	-4	0	7	-1	8	-4	/	2	1
O=C(Cc1ccccc1)Nc1ccnn1C1CCN(Cc2nccs2)CC1	-3	0	-1	-5	3	0	6	-1	-5	1
O=C(CSc1nnnn1C1CCCCC1)Nc1ccc2c(c1)OCO2	-1	5	2	2	21*	-1	5	-1	3	-2
Cc1ccc(C)c(S(=O)(=O)C(C#N)c2nc3ccccc3nc2N2CCOCC2)c1 (stereo unspecified)	-5	-7	1	1	-2	1	-4	-2	4	2
O=C1c2ccccc2C(=O)N1CCOc1ccccc1Br	1	-1	-1	1	14	-5	13	-7	-9	-1
COc1ccc(CN2C(=O)c3cccnc3C2=O)cc1S(=O)(=O)N(C)c1ccc(C)cc1	1	-5	5	4	0	-1	9	2	0	-1
COC(=O)c1[nH]c2cc(OC)c(OC)cc2c1/C=N/Nc1ccccc1	4	-5	-7	11	-2	14	-4	31	11	2
CN(Cc1ccccc1)C(=O)c1csc([C@H]2C[C@H](O)[C@@H](CO)O2)n1	2	4	0	-3	-1	-1	9	/	5	-1
COc1ccccc1NC(=O)c1nn(-c2ccc(Cl)cc2)ccc1=O	-5	-4	-8	-6	-1	-5	2	-6	-7	0
COC(=O)c1ccc(OC(=O)c2ccco2)cc1	0	1	-7	-1	2	-3	7	1	6	2
O=C(N/N=C/c1cccc(O)c1)c1ccccc1O	-6	-1	-3	3	6	0	5	10	4	3
Cc1nc(C(=O)NC2CC2)sc1C1(C)CC(c2ccccc2)=NO1 (stereo unspecified)	7	-4	4	-4	2	-3	9	-6	-1	1
CCCc1c(O)c2ccccc2n(-c2ccccc2)c1=O	-5	0	1	-3	-3	1	4	-1	-3	-1
COC(=O)c1ccc(C2CC(=O)Nc3cc(OC)c(OC)c(OC)c32)cc1 (stereo unspecified)	0	3	-3	-2	2	-5	1	-4	-5	2
CCCNC(=O)c1noc2c1CCc1cc(OC)ccc1-2	-3	2	1	-1	-2	2	3	-2	-14	2

Reprinted from the part before: 2 entries; new compounds follow.
SMILES	NPR2 activator	MBD2 inh	ABHD4 inh	PRMT1 FP inh	UHRF1 binding	rCAG RNA binder	TCR-CD3 inh	HTRA1 inh	SIAE inh	GC-A act
COC(=O)c1ccc(C2CC(=O)Nc3cc(OC)c(OC)c(OC)c32)cc1 (stereo unspecified)	0	3	-3	-2	2	-5	1	-4	-5	2
CCCNC(=O)c1noc2c1CCc1cc(OC)ccc1-2	-3	2	1	-1	-2	2	3	-2	-14	2
O=C(COC(=O)CCc1ccccc1)Nc1ncc(Cl)cc1Cl	-1	-2	1	-6	8	-1	6	1	1	2
CSCC[C@H](NC(=O)[C@H](Cc1ccccc1)n1c(=O)[nH]c2ccccc2c1=O)C(=O)N1CCC(C(=O)O)CC1	-1	-7	2	2	0	6	7	4	-2	-1
Cc1ccccc1-c1nc2sc(C)c(C)c2c(=O)o1	0	3	-6	5	8	1	-8	-13	-1	-5
CCOC(=O)c1cnc(SCCN2CCOCC2)nc1N	4	2	0	-1	0	-4	7	4	-5	3
CCOc1ccc(NC(=O)c2ccc(N3CC4CC(C3)c3cccc(=O)n3C4)c(NC(=O)c3ccncc3)c2)cc1 (stereo unspecified)	1	4	-2	-1	-2	-5	0	-1	1	6
Cc1ccc(CNc2nnnn2C)cc1	2	-3	4	-1	-5	0	2	2	1	1
